# SUMO1-SIM PPI – modulators of human SUMO1-mediated protein-protein interactions; P63165; SUMO1 binding to a labelled peptide, TR-FRET, 1 h; inhibition, % at 20 µM; actives 0.33% (n = 360,000); AID 602429; in the data active means inhibition above about 37%
# Target sequence (P63165 whole entry, looked up): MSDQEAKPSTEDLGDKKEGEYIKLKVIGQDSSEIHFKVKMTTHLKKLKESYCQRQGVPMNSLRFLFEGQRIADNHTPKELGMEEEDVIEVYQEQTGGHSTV
# MsrA act – activates bovine MsrA enzyme. purified bovine MsrA, absorbance read-out. activation, % at 10.6 µM. actives 0.3% (n = 360,000); in the data active means activation above about 7.5%;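 further: 0% = vehicle and 100% = reference activator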
# CendR NRP1 mod – alters CendR peptide binding to human NRP-1; AID 602438; O14786; FAM-RPARPAR peptide binding to NRP-1, fluorescence polarization; actives 0.85% (n = 360,000); inhibition, % at 25 µM;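 active means inhibition or corrected inhibition above about 18%, plus a signal ratio from 0.5 to 1.5, limit read from the data, passing the limit was not always enough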; further: strong numbers were not always called active
# DNMT1 inh – inhibitors of human DNMT1. DNMT1 molecular beacon, Hinp1I cleavage, fluorescence. inhibition (reported as % activation of signal), % at 10 µM. actives 0.83% (n = 360,000). AID 588458; in the data active means inhibition above about 50%
# Scp-1 inhibitor – Scp-1 (human) phosphatase inhibition; Recombinant Scp1, phosphopeptide, malachite green phosphate absorbance; inhibition, % at 20 µM; actives 0.88% (n = 340,000); AID 493091;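 active means inhibition above about 50% at 20 µM, limit read from the data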;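 further: plate controls were DMSO wells with enzyme for no effect and wells lacking enzyme for full effect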
# Target sequence (Q9GZU7 76-261 limits assumed): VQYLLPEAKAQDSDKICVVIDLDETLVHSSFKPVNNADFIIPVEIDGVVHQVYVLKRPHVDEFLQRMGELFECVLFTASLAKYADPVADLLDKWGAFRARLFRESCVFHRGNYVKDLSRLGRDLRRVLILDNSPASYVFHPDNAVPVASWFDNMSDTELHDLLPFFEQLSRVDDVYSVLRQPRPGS
#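 Test system: SCP-1 phosphatase catalytic domain, residues 76-261; measured by: colorimetric phosphate reagent with accelerator and stabiliser, absorbance at 630 nm; timing: enzyme reaction 45 min at room temperature, colour 5 min, stabilisation 30 min; also added: Phosphorylated 17-residue peptide substrate; compound dosing: one concentration, 20 µM, with 1.0% DMSO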
# TbMetRS inhib – Trypanosoma brucei MetRS inhibition. purified T. brucei MetRS, ATP depletion, Kinase-Glo luminescence. inhibition, % at 11.9 µM. actives 0.4% (n = 360,000);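 active means inhibition above a per-plate cutoff of the control wells' mean inhibition plus 3 SD, cut at about 5.5% in these data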;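 further: 0% = DMSO wells median and 100% = median of wells with control inhibitor compound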
#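 Material – parasite MetRS enzyme · Medium – HEPES-MgCl2-KCl buffer plus DTT, spermine, BSA, pyrophosphatase · Reagent – ATP, methionine and E. coli bulk tRNA substrates · Times – 15 min enzyme-compound preincubation, 2 h reaction, 10 min detection, 25 °C · Measured by – luminescence of leftover ATP · Evaluation – percent inhibition relative to median high and low control wells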
# E coli Lon inh – inhibitors of E. coli Lon protease; purified E. coli Lon protease, fluorescence polarization; inhibition, % at 7.94 µM; actives 0.42% (n = 360,000); AID 602123; in the data active means inhibition above about 13%, passing the limit was not always enough;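 further: 0% = enzyme with probe and DMSO and 100% = no enzyme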
# Target sequence (P0A9M0 whole entry, looked up): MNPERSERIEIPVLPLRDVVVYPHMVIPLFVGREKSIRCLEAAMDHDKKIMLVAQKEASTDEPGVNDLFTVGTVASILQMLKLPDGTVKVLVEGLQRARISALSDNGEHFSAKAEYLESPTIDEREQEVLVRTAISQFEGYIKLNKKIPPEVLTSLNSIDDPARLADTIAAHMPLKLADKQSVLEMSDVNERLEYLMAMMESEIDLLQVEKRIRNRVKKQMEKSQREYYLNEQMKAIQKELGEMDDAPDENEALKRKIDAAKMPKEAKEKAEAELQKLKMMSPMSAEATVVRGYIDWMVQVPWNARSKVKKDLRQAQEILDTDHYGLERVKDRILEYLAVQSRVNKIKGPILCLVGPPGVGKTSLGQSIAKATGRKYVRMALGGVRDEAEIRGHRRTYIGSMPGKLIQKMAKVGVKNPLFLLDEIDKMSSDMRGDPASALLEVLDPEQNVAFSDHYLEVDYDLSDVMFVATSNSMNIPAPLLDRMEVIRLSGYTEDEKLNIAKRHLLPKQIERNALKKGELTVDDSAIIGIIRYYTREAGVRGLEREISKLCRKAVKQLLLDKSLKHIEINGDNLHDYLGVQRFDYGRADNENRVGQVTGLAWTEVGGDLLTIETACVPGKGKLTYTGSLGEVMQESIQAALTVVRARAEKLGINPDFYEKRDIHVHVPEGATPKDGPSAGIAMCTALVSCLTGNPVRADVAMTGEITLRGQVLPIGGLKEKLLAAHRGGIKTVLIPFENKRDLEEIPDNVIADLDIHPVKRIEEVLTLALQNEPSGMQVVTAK
# LMPTP block – blocks human LMPTP phosphatase | P24666 | recombinant LMPTP-A, OMFP fluorogenic substrate, fluorescence intensity | inhibition, % at 20 µM | actives 0.22% (n = 360,000) | AID 651560;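 active means compounds that cut the enzyme signal by at least half of the control window in the single-dose screen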;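 further: plate controls were DMSO wells with enzyme plus substrate for no effect and substrate without enzyme for full effect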
#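 Assay system: LMPTP-A phosphatase enzyme | Input: 0.625 nM enzyme | Also added: Fluorogenic phosphatase substrate OMFP at 400 µM final | Compound dosing: One test concentration per compound, 20 µM, with 3% DMSO overall | Schedule: 50 min enzyme reaction at room temperature, protected from light | Signal: Fluorescence intensity | Benchmarks: no-enzyme and uninhibited controls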
# STEP inh – STEP (human) phosphatase inhibition; P54829; recombinant STEP, OMFP fluorogenic substrate, fluorescence; inhibition, % at 20 µM; actives 0.25% (n = 360,000);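 active means inhibition at 20 µM, scaled per plate between control wells, above about 37%, limit read from the data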;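 further: 0% = DMSO with enzyme and substrate and 100% = substrate only without enzyme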
#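 medium = Bis-Tris buffer pH 6.0, 2.5 mM DTT, 0.005% Tween 20 | test system = STEP (striatal-enriched tyrosine phosphatase) enzyme, cell-free | measure = normalized % inhibition | compound dosing = 20 µM, 1% DMSO | also added = 25 µM OMFP | schedule = reaction 20 min, ambient temperature | measured by = fluorescence read at 480 nm ex / 540 nm em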
# MsrA inh – inhibits bovine methionine sulfoxide reductase A | inhibition, % at 15.5 µM | actives 0.75% (n = 360,000) | purified bovine MsrA, absorbance read-out; in the data active means inhibition above about 4.5%;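 further: 0% = vehicle wells with enzyme and 100% = reference inhibitor wells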
# * marks the source's active call; other numbers are inactive results; x = no result given.
SMILES,SUMO1-SIM PPI,MsrA act,CendR NRP1 mod,DNMT1 inh,Scp-1 inhibitor,TbMetRS inhib,E coli Lon inh,LMPTP block,STEP inh,MsrA inh
CN(CC(=O)Nc1ccc(F)cc1)C(=O)COC(=O)C1=COCCO1,-1.8,-3.5,1.5,0.1,-4.0,-0.3,-6.7,-0.8,1.0,0.2
N#Cc1ccc(NC(=O)CSc2nc3[nH]c(=O)cc(O)c3s2)cc1,10.4,-4.5,-6.9,-4.4,-7.6,0.4,0.8,-1.3,0.2,0.0
Cc1cccc(-n2c(O)c(C=Nc3ccc(O)cc3)c3ccccc3c2=O)n1,-15.3,-6.5,-9.6,18.2,-4.4,-0.6,-14.8,-0.4,-1.8,0.6
Cc1cc(C)nc(NC(=O)C2c3ccccc3Oc3ccccc32)n1,3.9,-11.6,-15.7,3.8,-4.9,-1.0,2.9,5.6,0.0,-0.2
CC(C)C[C@@H](CSc1ccccc1)N1CCN(CC(C)C)CCC1=O,1.1,-2.3,13.5,3.2,-5.8,-0.5,-12.3,-2.5,0.9,-0.5
CC1CN(C(=O)CCS(=O)(=O)c2ccccc2)CC(C)O1 (centres undefined),1.7,-9.5,10.5,-0.8,-0.6,-0.6,-0.6,-1.5,-0.2,1.1
CC(=O)Nc1ccc(C2=NNC(=Nc3cccc(S(=O)(=O)N(C)C)c3)SC2)cc1,17.4,-0.2,-8.9,-23.4,-0.9,0.0,-6.6,0.3,3.5,x
Cc1ccc(C2(c3ccccc3)NC(=O)N(CC(=O)N(C)C3CCS(=O)(=O)C3)C2=O)cc1C (centres undefined),-2.6,-4.4,4.2,-1.2,-7.6,-0.6,-8.0,0.9,-0.9,-0.4
CC(C)CC(=O)c1c[nH]c(C(=O)N2CCN(Cc3ccccc3)CC2)c1,-3.7,-4.4,-6.2,1.4,-4.9,-0.3,0.9,-1.9,-1.8,0.7
Cc1cccc(NC(=S)NNC(=O)c2ccc3c(c2)OCO3)c1,0.1,-1.4,-10.0,-1.3,-1.2,0.2,-1.4,-1.2,0.3,1.0
COc1ccc(N=c2scc(C)n2CCCN2CCCC2=O)cc1,-1.4,-4.0,-5.1,1.6,-4.9,-0.3,-5.4,-2.5,0.6,1.8
Cn1cc(S(=O)(=O)N2CCOCC2)cc1C(=O)Nc1ccc(Cl)cc1,1.9,-9.7,-59.6,-2.7,5.2,0.6,-3.2,1.0,-3.7,-0.1
COc1cc(C(=O)NCCN=C2NS(=O)(=O)c3ccccc32)cc(OC)c1OC,4.0,-1.7,9.0,-0.9,-4.7,-0.4,-8.3,-0.8,-0.8,1.0
Cc1cc(C)nc(OC(C(=O)O)C(OCc2ccccc2)(c2ccccc2)c2ccccc2)n1 (centres undefined),21.7,-1.2,11.8,-1.6,8.9,-1.6,0.5,-0.2,-2.1,-2.0
Cc1ccc(CN2CCC(c3cc(-c4ccc(Cl)cc4)n[nH]3)CC2)cc1,-0.1,-0.4,16.3,-9.4,1.4,-0.3,-1.8,0.5,3.6,0.1
CCC(CC)NC(=O)Cc1ccc(S(=O)(=O)N2CCOCC2)s1,0.2,-1.2,13.4,2.3,28.1,-0.9,-1.0,1.4,1.0,0.2
Cc1cn(CC(=O)NCCc2ccccn2)c(=O)[nH]c1=O,5.4,-1.9,-8.5,4.7,-1.9,-1.0,-12.0,-3.0,0.5,-0.4
CC(NS(=O)(=O)c1ccccc1)C(N)=O (centres undefined),0.2,-8.2,-10.2,9.3,-2.2,-0.9,-0.4,-1.7,-1.7,0.8
O=C(NC(=S)N1CCN(c2nc(-c3ccccc3)cs2)CC1)c1cccnc1,-2.2,-7.6,-0.6,-4.3,0.7,-1.1,-10.3,0.0,-0.7,-0.4
CC(=O)N1CCc2cc(S(=O)(=O)NC(Cc3ccccc3)C(=O)O)ccc21 (centres undefined),-0.5,-4.2,0.8,4.0,-5.7,0.2,3.7,-0.1,-0.5,0.1
O=C1CCN(Cc2ccc(Br)cc2)CCN1CCO,-0.8,-2.8,17.5,4.7,-3.8,-0.4,-0.2,-0.9,1.2,-0.1
CC(C)(C)OC(=O)NCc1ccc(CNC(=O)c2ncn(Cc3ccccc3)c2C(=O)NCc2ccc(CNC(=O)OC(C)(C)C)cc2)cc1,3.2,-1.2,2.1,-8.1,-8.6,-0.1,-1.3,2.3,0.6,1.4
CC1(C)Cc2c(C#N)c(NCC3CCCO3)nc(-c3ccco3)c2CO1 (centres undefined),-8.1,-2.9,-24.1,-2.5,-6.9,-0.7,1.9,-1.6,3.4,0.6
Cc1cc(C)cc(NC(=O)CSc2nnc(-c3ccccc3)n2N)c1,1.4,-8.2,-3.8,-1.2,-6.9,-1.1,1.9,0.1,2.3,1.9
COC(=O)c1cn(NC(=O)Cc2cccc(OC)c2)c(=O)c2ccccc12,3.5,-3.0,0.2,4.6,-7.1,-0.9,-7.9,-2.8,-0.7,1.6

# Shown with each value named: two of the compounds above.
structure: CC1(C)Cc2c(C#N)c(NCC3CCCO3)nc(-c3ccco3)c2CO1 (centres undefined)
  SUMO1-SIM PPI: -8.1 | MsrA act: -2.9 | CendR NRP1 mod: -24.1 | DNMT1 inh: -2.5 | Scp-1 inhibitor: -6.9 | TbMetRS inhib: -0.7 | E coli Lon inh: 1.9 | LMPTP block: -1.6 | STEP inh: 3.4 | MsrA inh: 0.6
structure: Cc1cc(C)cc(NC(=O)CSc2nnc(-c3ccccc3)n2N)c1
  SUMO1-SIM PPI: 1.4 | MsrA act: -8.2 | CendR NRP1 mod: -3.8 | DNMT1 inh: -1.2 | Scp-1 inhibitor: -6.9 | TbMetRS inhib: -1.1 | E coli Lon inh: 1.9 | LMPTP block: 0.1 | STEP inh: 2.3 | MsrA inh: 1.9

# Continued:
SMILES,SUMO1-SIM PPI,MsrA act,CendR NRP1 mod,DNMT1 inh,Scp-1 inhibitor,TbMetRS inhib,E coli Lon inh,LMPTP block,STEP inh,MsrA inh
COc1ccc(C(=O)NCC(=O)OCC(=O)N2CC(C)CC(C)C2)cc1 (centres undefined),-1.1,-1.6,-9.1,2.2,-9.7,0.0,5.8,-0.4,0.4,-0.3
CCOc1cc(NC(=S)NCC2CCCO2)c(OCC)cc1NC(=O)c1cccc(C)c1 (centres undefined),-1.4,-0.5,1.9,-5.6,5.0,0.0,12.0,0.9,2.7,0.5
Cc1ccsc1/C=N/n1c(-c2cccnc2)n[nH]c1=S,-2.3,1.0,-10.0,0.2,-0.1,-0.1,4.9,-0.7,-4.1,3.6
O=C(c1cc2cc(Br)ccc2o1)N1CCCCC1,1.8,-4.5,8.2,-0.7,-15.2,0.5,-4.0,-0.2,-2.2,-1.0
O=C(CSc1cnc2ccccc2n1)NC1CCCC1,-8.8,1.1,-5.7,6.0,-7.0,0.4,-5.9,-1.1,-2.9,1.8
Cc1ccc(OC/C(=N\O)C(C)(C)C)c([N+](=O)[O-])c1,-7.6,-14.8,3.7,1.4,3.5,-2.0,-8.6,1.4,-0.7,-0.8
COc1cccc(S(=O)(=O)Nc2ccc3c(c2)[C@@H]2C[C@H](CC(=O)NCCc4ccccc4)O[C@H](CO)[C@@H]2O3)c1,1.4,-1.5,5.3,-2.4,x,0.5,1.4,-2.7,-2.5,-1.3
C[N+]1(CCCCSc2ccc(O)cc2)CCCCC1,-2.4,2.7,-10.8,11.9,97.9*,0.5,-6.2,-1.3,1.8,0.4
O=[N+]([O-])c1ccc(N2CCN(C(=S)NCc3ccc(Cl)cc3)CC2)cc1,-18.2,-4.8,6.3,1.6,-17.8,-0.3,6.2,2.9,-0.1,2.1
O=S(=O)(N(Cc1ccccc1)[C@@H](CO)Cc1ccccc1)N(Cc1ccccc1)[C@@H](CO)Cc1ccccc1,8.2,-0.1,4.6,8.0,-8.5,-0.2,1.3,1.0,-0.9,-1.7
CCCC1OC2CC3C4CCC5=CC(=O)C=CC5(C)C4C(O)CC3(C)C2(C(=O)O)O1 (centres undefined),6.7,-2.6,-13.0,0.4,-1.9,-0.4,5.8,-0.9,1.8,-1.1
O=C(O)CC(=O)Nc1cc(Cl)ccc1O,-1.6,-5.8,3.6,4.6,-4.6,-0.2,-1.0,-2.7,-3.4,3.0
O=C(Nc1cc(C(F)(F)F)ccc1N1CCCC1)C1CCCO1 (centres undefined),-17.1,-1.8,-8.6,2.0,-0.1,-0.4,0.4,-7.3,1.4,-0.2
Cc1oc2cc(O)ccc2c(=O)c1-c1ccccc1,4.3,-3.5,12.6,1.7,-3.2,-0.8,-0.2,-0.7,0.6,0.8
CC(=O)c1ccc(OCc2cc(C(=O)N(C)CC3COc4ccccc4O3)no2)cc1 (centres undefined),0.0,-1.6,-6.3,-1.7,x,-0.2,-1.1,0.3,0.5,-0.3
O=C1N=C(N2CCCCC2)S/C1=C\c1ccccc1F,-18.9,-16.0,0.6,8.0,-5.2,-1.4,-4.1,-1.8,-2.7,4.0
COc1ccc(OC)c(CNS(=O)(=O)c2cn(C)cn2)c1,-1.0,-0.4,1.8,-1.6,3.1,-0.3,-2.0,-0.8,-0.8,0.1
COc1nc(NC(C)C)nc(N(C#N)CN2C(=O)c3ccccc3S2(=O)=O)n1,-3.2,-13.9,14.6,1.2,0.9,-1.2,-3.8,0.2,-0.3,-0.5
Cc1ccc(OCCNC(=O)c2ccc3c(c2)OCO3)cc1,4.5,-0.2,4.6,-0.8,1.0,-0.4,1.0,0.1,-1.2,0.7
NC(=O)C1(c2ccccc2)CCOCC1,-1.5,-5.1,-2.1,-0.8,-13.9,-0.7,-2.7,-1.7,-0.6,1.9
O=C(CN1C(=O)c2ccccc2S1(=O)=O)NCc1ccccn1,-3.6,1.6,0.0,1.2,2.1,-0.1,-2.1,-1.4,-7.3,-0.9
C=CCN(C(=O)CN1CCOCC1)c1nc(C)c(-c2ccccc2)s1,0.9,1.9,15.3,-0.1,-7.4,-0.3,10.8,-1.6,0.4,0.0
COc1ccc(C2=NN(c3ccccc3)C(c3cccs3)C2)cc1 (centres undefined),15.9,-13.5,2.1,2.8,-5.0,-1.9,-6.0,2.6,3.5,0.9
Cc1cc(OCC(=O)Nn2cnnc2)c(C)cc1Br,3.4,-5.4,-2.4,1.0,0.8,-0.8,7.3,-1.5,0.1,-0.3
C(=N\n1cnnc1)/c1cccc(OCCOc2ccccc2)c1,-1.8,-3.5,3.0,-1.3,-10.4,-0.5,-5.9,0.8,0.4,0.1
COc1cccc(C(=O)NC(=S)Nc2cccnc2)c1,2.4,-3.7,2.6,-0.3,-12.4,0.4,4.5,-0.6,-1.3,-0.2
Cc1cccc(-c2ccc3[nH]c4c(c3c2)CCN2C[C@@H]([C@H](C)O)[C@@H](N(C)C(=O)Nc3ccc(F)cc3)C[C@@H]42)c1,-49.9,-4.5,-25.3,-28.6,x,-0.4,-4.2,-0.2,2.6,0.1

# From PubChem BioAssay
